Lipid storage S3: qHTS Assay for Lipid Storage Modulators in Drosophila S3 Cells | Drosophila S3 cells, BODIPY lipid droplet fluorescence, 18-24 h; cells fed with added oleic acid | lipid storage change, negative = inhibition, % at the top dose, mostly 46.1 µM; hits show Potency in µM | 320,000 tested, 0.64% active | AID 2685; active = well fitted inhibition curve with a large enough effect in the signal ratio, with a control signal flat, not every such curve was filed as active; inconclusive = small, poorly fitted or top-dose-only effect, or effect the other way, or a change in a side signal; the % refers to the signal ratio
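Drosophila S3 cells loaded with oleic acid (400 uM, as added) and compounds at several concentrations; lipid droplets imaged by 488-nm laser-scanning cytometry, 500–530 nm intensity and object ratio to cell channel. Percent activity normalized to 20 uM Triacsin C.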
Lipid storage S3 cell count max: second read-out of Lipid storage S3, no call of its own (marks repeat the call); cell number change, %; measured here: cell count max response;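 cells counted by Cell Tracker Red CMTPX staining in the red channel; peak over a dose series mostly up to 46.1 µM; percent activity relative to internal control wells on each plate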
The depositor's hits bear a star; i = inactive; u = inconclusive; x = not tested or not shown; [ ] = another dose, or the depositor's remark. % is set by controls: 0 for no effect and ±100 for the full control effect; potency is the fitted concentration of half-maximal effect. An excerpt. The share of hits here may be higher or lower than overall.

SMILES,Lipid storage S3,Lipid storage S3 cell count max
COc1cc(C)c(S(=O)(=O)N2CCOCC2)c(C)c1C,-10%,-1
Nc1cccc(Oc2ccc3c(c2)C(=O)N(CC2CCCO2)C3=O)c1 (stereo not given),3%,12
Cc1ccccc1CN1CCSc2sccc2C1=O,i,-12
Cc1nc(-c2ccccc2)sc1-c1n[nH]c(=S)n1C,-7%,x
CC1=NNC(=O)C1CCC(=O)N/N=C(\C)c1ccccc1 (stereo not given),u,x
CCCOc1ccc(C(=O)NNC(=S)NC(=O)c2ccccc2)cc1,-10%,2
CCOC(=O)/C(C#N)=C/c1ccc(N2CCCCC2)cc1,-24%,3
CCOc1cc(C(=O)OC(C)C(=O)Nc2ncc(Cl)cc2Cl)ccc1OCC(=O)N1CCOCC1 (stereo not given),u,x
CCCCC(=O)NCCc1ccc(S(N)(=O)=O)cc1,u,x
C=C(C)C(=O)Nc1cccc(C2=NOC3(C2)C[C@@H](C(N)=O)N(C(=O)CCCCC)C3)c1 (stereo not given in full),1%,3
CCN1C(=NCCOC)N[C@@H](CCc2ccccc2)[C@H](C(=O)OC)[C@H]1C,u,x
Cc1cccn2c(=O)c3cc(C(=O)NCC4CCCO4)c(=N)n(Cc4ccc(F)cc4)c3nc12 (stereo not given),i,-2
Cc1cc(C)cc(NC(=S)N(CCN(C)C)C(C)c2cccnc2)c1 (stereo not given),u,x
O=C(Nc1nnc(-c2ccco2)o1)c1ccc(S(=O)(=O)N2CCCC2)cc1,-2%,-10
CCOC(=O)C(C#N)c1ccccn1 (stereo not given),1%,4
C/C(CC(O)(/C=N/O)c1ccccc1)=N\O (stereo not given),u,x
Cc1ccc(S(=O)(=O)Cc2ccc(C(=O)N3CCc4ccccc4C3)o2)cc1,u,x
O=C(NC1CCCCC1)c1ccccc1NC(=O)C1CC1,-9%,-20
Cc1nccn1CC(=O)N/N=C/c1cccc(O)c1,u,x
CCc1ccc(C(=O)COC(=O)CCc2nc3ccccc3c(=O)[nH]2)cc1,u,x

Single values from the list.
Lipid storage S3 with `C=C(C)C(=O)Nc1cccc(C2=NOC3(C2)C[C@@H](C(N)=O)N(C(=O)CCCCC)C3)c1` (stereo not given in full) = 1%
Lipid storage S3 with `COc1cc(C)c(S(=O)(=O)N2CCOCC2)c(C)c1C` = -10%
Lipid storage S3 cell count max with `Cc1ccccc1CN1CCSc2sccc2C1=O` = -12

Three records drawn at random from those above:
SMILES,Lipid storage S3,Lipid storage S3 cell count max
O=C(NC1CCCCC1)c1ccccc1NC(=O)C1CC1,-9%,-20
C/C(CC(O)(/C=N/O)c1ccccc1)=N\O (stereo not given),u,x
CCc1ccc(C(=O)COC(=O)CCc2nc3ccccc3c(=O)[nH]2)cc1,u,x

Remaining list, next part.
SMILES,Lipid storage S3,Lipid storage S3 cell count max
COc1ccc(-n2cnc3sc4c(c3c2=O)CCCC4)cc1,u,x
COc1ccc(C2(c3ccc(OC)cc3)NC(=O)N(CC(=O)NC3CCCC3)C2=O)cc1,u,x
Cc1c(C(=O)NCCSCc2ccc(Cl)cc2Cl)cccc1[N+](=O)[O-],u,x
CCc1nnc(NC(=O)COc2ccc(N(C)S(=O)(=O)c3ccc(C)cc3)cc2)s1,17%,4
Cn1c2ccccc2c(=O)c2ccc(C#Cc3ccccn3)cc21,15µM*,-27*
CN(C)c1ccc(NC(=O)CN2C(=O)c3ccccc3C2=O)cc1,u,x
CCN(Cc1ccccc1)S(=O)(=O)c1ccc2oc(C(=O)O)c(C)c2c1,i,x
CN(C(=O)c1cc(S(=O)(=O)N2CCCCC2)c[nH]1)C1CCCCC1,0%,-6
CCC(CC)c1nnc(NC(=O)C2CCCO2)s1 (stereo not given),2%,10
Fc1cccc(CCN2CCNC[C@@H]2CC2CCCCC2)c1,u,x
COc1ccc([C@]23Cc4c(ccc5ccccc45)C(O2)C2=C(CC4(CCCCC4)OC2=O)O3)cc1,-4%[9.22 µM],7
O=S(=O)(NCC(c1cccnc1)N1CCN(Cc2ccccc2)CC1)c1ccc(Cl)cc1 (stereo not given),-9%,18
CCOc1ccc(-n2cnc3sc4c(c3c2=O)CCCC4)cc1,u,x
COc1ccc(NC(=O)c2ccc(Cl)cc2)c[n+]1[O-],-6%,2
Cc1cc(C)cc(NC(=S)N2CCN(c3ccccn3)CC2)c1,i,-21
COC(=O)c1ccc(C(=O)OC)c(NC(=O)c2cccnc2)c1,i,-12
COc1cc(Cc2cc(N)nc(N)n2)cc(OC)c1OC,-4%,2
CC1CCC(NC(=O)Nc2cccs2)CC1 (stereo not given),i,x
CN(Cc1nc2c(s1)CCCC2)C(=O)CCc1nnc(-c2ccc3c(c2)OCO3)o1,u,x
Cc1cc(NC(=O)COc2ccccc2)n(-c2ccccc2)n1,17%,-20

Below each compound: Lipid storage S3, Lipid storage S3 cell count max
COc1ccc(NC(=O)C(C)N(c2ccc(C)cc2)S(C)(=O)=O)c(OC)c1 (stereo not given)
 : u, x
CCOc1ccccc1CNC(=O)c1cc2occc2n1C
 : u, x
O=C(CC1CCCCC1)NCc1ccccc1Cl
 : i, -4
CCN1C(=O)C(CC(=O)Nc2ccc(OC)cc2)N(Cc2cccs2)C1=S (stereo not given)
 : -13%, -7
CCOC(=O)C1C2C=CC3(CN(Cc4ccccc4)C(=O)C13)O2 (stereo not given)
 : 2%, 7
Cc1cc(C)c(OCC(=O)OC(C)C(=O)NC2CC2)c(C)c1 (stereo not given)
 : i, 3
COc1cc(-c2nc(-c3ccncc3)no2)cc(OC)c1OC
 : u, x
CCc1nn(CC(=O)NCCCN2CCN(C)CC2)c(=O)c2cc3sc(C)cc3n12
 : 12%, x
O=C(CCS(=O)(=O)c1ccccc1)N1CCOCC1
 : u, x
CC(C)CCOc1ccc(/C=C2\CCn3c2nc2cc(C(=O)O)ccc2c3=O)cc1
 : u, x
CN1C(=O)CC(C(=O)Nc2ccccc2F)SC1=Nc1ccc2c(c1)OCO2 (stereo not given)
 : u, x
Cc1ccc(/C=C/C(=O)Nc2nnc(SCc3ccc(C#N)cc3)s2)o1
 : u, x
COCCOc1cc(N(CC(=O)N(C)C)S(=O)(=O)c2ccccc2)c(Cl)cc1Cl
 : u, x
O=C(COC(=O)c1cc(S(=O)(=O)N2CCOCC2)ccc1F)NCc1ccco1
 : i[0.369 µM], 0
N#Cc1ccc(Cl)cc1NC(=O)COC(=O)c1ccc2c(c1)OCCO2
 : u, x

Below each compound: Lipid storage S3, Lipid storage S3 cell count max
N#Cc1cccc(NC(=O)COC(=O)c2ccccc2Sc2ccccc2C#N)c1
 : u, x
CC1(C)CC(=O)C(C(=S)Nc2ccc(F)cc2)=C(NCCN2CCOCC2)C1
 : 0%, 3
COc1ccc(-n2c(C)cc(-c3csc(NC(=O)c4ccc(S(=O)(=O)N(C)C)cc4)n3)c2C)cc1
 : u, x
Cc1cc(C)cc(NC(=O)N(CCC#N)Cc2cccs2)c1
 : 5%, 23
O=S(=O)(c1ccccc1)c1nc(-c2ccco2)oc1Nc1ccccc1
 : u, x
O=C(COC(=O)CCSc1ccccc1)NCc1ccc(F)cc1
 : u, x
Cc1ccc(-c2cc(C(=O)Nc3c(C)n(C)n(-c4ccccc4)c3=O)no2)cc1
 : u, x
O=Cc1cccn1-c1ccccc1
 : 1%, 7
O=C(CSc1nnnn1-c1cccc2c1CCCC2)N1CCOCC1
 : 11%, -2
O=C(COC(=O)c1cccc(S(=O)(=O)N2CCOCC2)c1)NCCc1ccccc1
 : -12%, 1
NNC(=O)c1cccc(O)c1
 : 0%, 0
CCOC(=O)CCCCC(=O)NC(CO)C(=O)NC (stereo not given)
 : u, x
C=CCN1C(=Nc2ccccc2)SC/C1=C\C(=O)OC
 : u, x
CCN(CC)CCOCCOC(=O)C(CC)(CC)c1ccccc1
 : u, x
CCCSc1nc2c3c(sc2c(=O)[nH]1)CC(C)(CC)OC3 (stereo not given)
 : 12%, -13

Below each compound: Lipid storage S3, Lipid storage S3 cell count max
COc1ccc(CCNC(=O)c2ccc(Cl)c(S(=O)(=O)N3CCCCCC3)c2)cc1
 : u, x
Cc1ccc(NC(=O)C2CCN(C(=O)NCc3ccccc3)CC2)cc1C
 : u, x
CC1CCc2c(sc3nc(CN4CCN(S(=O)(=O)c5ccccc5[N+](=O)[O-])CC4)[nH]c(=O)c23)C1 (stereo not given)
 : u, x
CCn1cc(C(=O)N[C@@H](C)C(=O)NCCCn2ccnc2)c(=O)c2cc3c(cc21)OCO3
 : i, 7
NC(N)=Nc1ccc(N=C(N)N)cc1
 : -6%, 4
COc1ccc(OC)c(NC(=O)CCNC(=O)c2ccco2)c1
 : i, -4
O=C(NCc1ccccc1)C(=O)NCC1COc2ccccc2O1 (stereo not given)
 : 6%, 4
O=C(Nc1ccccc1C(F)(F)F)c1cc(-c2ccc(O)cc2)on1
 : u, x
CCn1cc(C(=O)N(CCC(C)C)c2c(N)n(Cc3ccccc3)c(=O)[nH]c2=O)c(=O)c2ccc(C)nc21
 : u, x
COc1ccccc1Nc1nc(N)nc(CN2CCN(Cc3ccccc3)CC2)n1
 : 6%, -15
COc1ccc(-n2c(C)nc3c(cnn3-c3ccc(Cl)cc3)c2=O)cc1
 : u, x
N/C(Cc1ccc([N+](=O)[O-])cc1)=N\OC(=O)CC1CCCCC1
 : u, x
CC(C)(C)c1ccc(S(=O)(=O)N2CCC(CO)(CC3CCCCO3)CC2)cc1 (stereo not given)
 : u, x
Cc1ccc(S(=O)(=O)N2CCN(CC(=O)Nc3ccc(N4CCOCC4)cc3)CC2)cc1C
 : u, x
COc1ccc2c(c1)CC/C(=C\c1ccc(C)o1)C2=O
 : u, x

No new results follow: two of the compounds above.
Below each compound: Lipid storage S3, Lipid storage S3 cell count max
COc1ccc(CCNC(=O)c2ccc(Cl)c(S(=O)(=O)N3CCCCCC3)c2)cc1
 : u, x
Cc1ccc(NC(=O)C2CCN(C(=O)NCc3ccccc3)CC2)cc1C
 : u, x

Continuation:
Below each compound: Lipid storage S3, Lipid storage S3 cell count max
CCN1CCN(c2cc(C)c3cc(NC(=S)NCc4cccs4)ccc3n2)CC1
 : 9%, 3
Cc1ccc(N(CC(=O)NC(C)C)C(=O)CCC(=O)Nc2nccs2)cc1
 : 1%, 23
CCOc1ccc(N(C)S(=O)(=O)c2cc(-c3cc(C)no3)ccc2C(C)C)cc1
 : u, x
Cc1ccc(NC(=O)CSc2nnc(C)c(=O)[nH]2)cc1C
 : -1%, 9
CC(=O)NC12CC3CC(C1)CC(C(=O)N(C)CC(=O)Nc1cccc(F)c1)(C3)C2
 : 29%, 4
CN(Cc1ccccc1)C(=O)CCCn1c(=O)[nH]c2cc(Cl)ccc2c1=O
 : u, x
COc1ccc(N/C=C/C(=O)c2ccccc2)cc1
 : u, x
Cc1ccc(O)c(CNc2ccccn2)c1
 : u, x
Nc1ccc(-c2nnc(-c3ccccc3)o2)cc1
 : 18µM*, x
CCOC(=O)C1CCN(CC(=O)N(CC(C)C)c2c(N)n(CC(C)C)c(=O)[nH]c2=O)CC1
 : -16%, -13
COc1ccc(S(=O)(=O)Nc2cccc(C)c2C)c2cccnc12
 : i, -21
CCCCCC1CCC(c2n[nH]c(=S)n2C)CC1 (stereo not given)
 : 0%, -11
CCCCC(=O)Nc1ccc2c(c1)nc1n2CCOC1
 : u, x
CCOc1ccccc1NC(=O)CSc1nc2[nH]ncc2c(=O)[nH]1
 : -17%[0.0737 µM], 12
COc1ccc(N(CC(=O)Nc2ccc(S(=O)(=O)N3CCOCC3)cc2)S(=O)(=O)c2ccccc2)cc1
 : 19%, -24

Compound profiles, as listed above. Screens in order: Lipid storage S3 | Lipid storage S3 cell count max
Listed for CCCCC(=O)Nc1ccc2c(c1)nc1n2CCOC1 : u | x
Listed for CC(=O)NC12CC3CC(C1)CC(C(=O)N(C)CC(=O)Nc1cccc(F)c1)(C3)C2 : 29% | 4
Listed for COc1ccc(N(CC(=O)Nc2ccc(S(=O)(=O)N3CCOCC3)cc2)S(=O)(=O)c2ccccc2)cc1 : 19% | -24

The list continues:
Below each compound: Lipid storage S3, Lipid storage S3 cell count max
Cc1cc(C)n2nc(C(=O)OCC(=O)c3cc(C)n(CC4CCCO4)c3C)nc2n1 (stereo not given)
 : u, x
COc1cccc(CNCCSc2nnnn2C)c1OC
 : u, x
CCOC(=O)c1cnn(-c2ccccc2)c1-n1cccc1
 : i, x
O=C(COC(=O)Cc1ccsc1)Nc1ccc(F)cc1Cl
 : u, x
Cc1ccc(NC(=O)CSc2nc(=O)n(CCN(C)C)c3c2CCCC3)c(C)c1
 : u, x
O=C(O)Cn1cc(C(=O)c2ccco2)c2ccccc21
 : 13%, x
Cc1c(NC2=CC(=O)CC(C)(C)C2)c(=O)n(-c2ccccc2)n1C
 : 3%, 15
Cc1ccc(S(=O)(=O)N2CCN(c3ncnc4c3cnn4-c3ccccc3)CC2)cc1
 : u, x
CCOc1ccccc1C(=O)NCC(=O)O
 : u, x
c1ccc(-c2cc(-c3nnc4n3N=C(c3ccc5ccccc5c3)CS4)[nH]n2)cc1
 : u, x
O=C(CN(C(=O)CCC(=O)Nc1nccs1)c1cccc(C(F)(F)F)c1)NCC1CCCO1 (stereo not given)
 : i, 12
CCOC(=O)N1CCN(C(=O)CSc2ccc(-c3ccc(OC)c(OC)c3)nn2)CC1
 : u, x
COc1ccc(CCNC(=O)CCNC(=O)c2ccc([N+](=O)[O-])cc2)cc1
 : 5%, 0
CCn1c(CNc2ccccc2Cl)nnc1SCCN1CCCCC1
 : u, x
O=c1c2cc([N+](=O)[O-])ccc2nc(CN2CCN(c3ccccn3)CC2)n1-c1ccccc1F
 : u, x

Bioassay records (PubChem)
